# FBPA Giardia inh – qHTS Assay for Inhibitors of Fructose-1,6-bisphosphate Aldolase from Giardia Lamblia | A8B2U2 | purified Giardia FBPA | Potency, µM (series often up to 59.6 µM), for inactives: at the highest dose activity, negative = inhibition, usual class: inhibitors | 290,000 tested, 0.71% active; further: potency means the concentration at half of the fitted maximal effect; on the % scale 0 is the no-effect control and ±100 the full control effect; nearly all actives have a fitted effect of over 55% in size
# Target sequence (A8B2U2 whole entry, looked up): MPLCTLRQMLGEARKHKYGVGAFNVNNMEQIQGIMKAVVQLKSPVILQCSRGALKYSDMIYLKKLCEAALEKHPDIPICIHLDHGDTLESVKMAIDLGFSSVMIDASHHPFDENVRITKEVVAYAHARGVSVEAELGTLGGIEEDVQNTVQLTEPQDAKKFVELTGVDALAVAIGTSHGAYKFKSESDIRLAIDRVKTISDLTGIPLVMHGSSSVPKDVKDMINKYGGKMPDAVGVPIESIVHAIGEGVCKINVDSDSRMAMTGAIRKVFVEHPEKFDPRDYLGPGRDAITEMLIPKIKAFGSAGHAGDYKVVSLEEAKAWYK
#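 Giardia FBPA (40 nM reagent) was preincubated 10 min at RT with compound (up to 57.5 uM final), then substrate plus GAPDH/TPI/NAD/arsenate coupling system with diaphorase/resazurin was added; resorufin fluorescence (525/598 nm) was read after 20 min.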
# CHX counter – Cycloheximide Counterscreen for Small Molecule Inhibitors of Shiga Toxin | cell reporter, cycloheximide protein synthesis inhibition counterscreen | max response, % | 300,000 tested, 12% active; in the data active means max response mostly above about 13%, no sharp cut-off; inactive means mostly below about 14%; further: read at 38.3 µM for the half of the compounds with a filed dose; 0% is about no effect
# Shiga inhibitor – A qHTS for Small Molecule Inhibitors of Shiga Toxin | Vero cells, Shiga toxin protein synthesis inhibition reporter | inhibition, % at 38.7 µM | 290,000 tested, 9.2% active | AID 2315, 2010; in the data active means inhibition mostly above about 28%, no sharp cut-off; inactive means mostly below about 43%; further: 0% is about no effect
# HCV inhibitor – qHTS Assay for Inhibitors of Hepatitis C Virus (HCV); Potency, µM (titrated, usually from 41.8 µM), for the others: at the highest dose activity change, negative = inhibition, usual class: inhibitors; 340,000 tested, 3.4% active; AID 651820, 2012; Huh7.5.1 HCVcc-Cre infection, luciferase reporter, 44 h; further: potency means the concentration at half of the fitted maximal effect; on the % scale 0 is the no-effect control and ±100 the full control effect
#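 HCVcc-Cre virus at an moi near 0.5 was added right after compound to cells cultured 4 h from seeding (1,000 cells/well). Luciferase activity was determined 44 h later, 15 min after substrate addition at RT.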
# Pf growth 96h – Primary qHTS for delayed death inhibitors of the malarial parasite plastid, 96 hour incubation; 320,000 tested, 6.9% active; P. falciparum luciferase reporter growth, 96 h; Potency, µM (titrated, usually from 28.7 µM), inactives show top-dose activity change, negative = inhibition, hits mostly inhibitors; further: potency means the concentration at half of the fitted maximal effect; on the % scale 0 is the no-effect control and ±100 the full control effect
#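 Compounds incubated with erythrocytes infected by luciferase-expressing P. falciparum (2% hematocrit, 0.05% parasitemia final) for 96 hours, 37 C in 5% CO2. Growth inhibition scored as decreased luciferase luminescence.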
# Pf growth 48h – Primary qHTS for delayed death inhibitors of the malarial parasite plastid, 48 hour incubation | 310,000 tested, 5.9% active | Potency, µM (titrated, usually from 28.7 µM), for the others: top-dose activity change, negative = inhibition, actives largely listed as inhibitors | AID 504832, 2011 | P. falciparum luciferase growth in erythrocytes, 48 h; further: potency means the concentration at half of the fitted maximal effect; on the % scale 0 is the no-effect control and ±100 the full control effect
#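 Erythrocytes infected with P. falciparum carrying an integrated firefly luciferase reporter (2% hematocrit, 0.1% parasitemia final) were exposed to compounds in RPMI 1640 with 0.5% Albumax at 37 C, 5% CO2. Growth inhibition was scored as reduced luminescence.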
# Starred values were filed as active, the others as inactive; ? = inconclusive; / = not tested or not shown; [ ] = dose if it differs, or a comment. Unless noted, the call rests on the fitted dose curve; in most records, active means well fitted curve in the direction sought with a large enough effect; inconclusive means small, poorly fitted or top-dose-only effect, or another doubt; inactive means no such curve, though single readings can be large; an effect the other way counts as inactive or inconclusive.
SMILES | FBPA Giardia inh | CHX counter | Shiga inhibitor | HCV inhibitor | Pf growth 96h | Pf growth 48h
CSc1nsc(NC(=O)CCNC(=O)c2ccc([N+](=O)[O-])cc2)n1 | 4.3% | 8.1 | -13.3 | 16.2% | -1.3% | -2.7%
COc1ccc(C(=O)COC(=O)c2n[nH]c3ccccc23)c(OC)c1 | / | / | / | ? | 101.0%[activator] | 83.3%[activator]
CN(c1ccc(OC(=O)CC2OC(=O)c3ccccc32)cc1)S(=O)(=O)c1ccccc1 (stereo not drawn) | / | / | / | -9.4% | ? | -19.0%
CCCCn1c(N)c(N(Cc2ccccc2OC)C(=O)c2c(CC)noc2C)c(=O)[nH]c1=O | / | -3.1 | -7.7 | 15.5% | -10.0% | -9.0%
CCOc1ccc(N2CC(O)(c3ccc(F)cc3)[N+]3=C2CCCC3)cc1 (stereo not drawn) | 1.0% | -0.8 | -6.1 | -6.0% | ? | ?
O=C1NC(c2cccs2)Nc2sc3c(c21)CCCC3 (stereo not drawn) | ? | 38.4* | 87.3* | -2.4% | / | 60.2%[activator]
CC(=O)N1CCc2cc(S(=O)(=O)N3c4ccccc4CC3C)ccc21 (stereo not drawn) | 6.8% | -2.1 | 48.0 | ? | / | -14.5%
Cc1ccnc(NC(=O)c2ccc(C(=O)c3ccccc3)cc2)c1 | / | / | / | 5.3% | -26.1% | 10.6%
Cc1cc(C)n2nc(C(=O)NC(C)(C)C)nc2n1 | 4.1% | -3.5 | -13.5 | 6.0% | 37.9%[activator] | 5.9%
O=C(/C=C/c1ccc(F)cc1)NC(=S)NC1CCCCC1 | -3.1% | 5.1 | -5.0 | 2.9% | 3.29µM* | ?
COc1ccccc1-c1nnc2n1N=C(C)CS2 | -28.2% | -2.6 | -7.9 | 12.7% | ? | ?
N#CC1(NC(=O)CSc2ccccn2)CCCCC1 | / | / | / | 17.7% | 2.4% | -0.9%

# Not a retest: entries from further up.
SMILES | FBPA Giardia inh | CHX counter | Shiga inhibitor | HCV inhibitor | Pf growth 96h | Pf growth 48h
Cc1ccnc(NC(=O)c2ccc(C(=O)c3ccccc3)cc2)c1 | / | / | / | 5.3% | -26.1% | 10.6%
Cc1cc(C)n2nc(C(=O)NC(C)(C)C)nc2n1 | 4.1% | -3.5 | -13.5 | 6.0% | 37.9%[activator] | 5.9%

# Other entries:
SMILES | FBPA Giardia inh | CHX counter | Shiga inhibitor | HCV inhibitor | Pf growth 96h | Pf growth 48h
CCN1CCN(CCNC(=O)c2ccc3c(c2)N(Cc2cccc(Cl)c2)C(=O)c2ccccc2S3=O)CC1 (stereo not drawn) | 6.4% | -1.6 | -2.7 | ? | ? | 11.7µM*
COP1(=O)C=C[C@H](N(Cc2ccccc2)S(=O)(=O)c2ccccc2[N+](=O)[O-])[C@@H](C)O1 (stereo partly drawn) | -4.3% | -3.7 | -0.4 | 21.6% | -5.6% | -2.4%
CC(=O)Nc1ccccc1C(=O)OCC(=O)c1ccc2ccccc2c1 | / | 27.7* | 76.0* | 0.7% | -2.8% | 34.8%[activator]
C/C(=N\NC(=O)Cc1c(F)cccc1Cl)c1cccnc1 | 0.6% | 10.9 | 24.1 | -5.2% | ? | 10.1%
CN1C(=O)/C(=C/c2ccccc2OCc2ccccc2F)NC1=S | -1.4% | -3.5 | -16.4 | 13.3% | 19.2% | 8.0%
O=C1CC(=O)N(Cc2ccccc2)C(=O)N1CCCCCCN1C(=O)CC(=O)N(Cc2ccccc2)C1=O | 8.4% | 0.6 | 11.1 | 8.4% | 23.1% | 6.8%
COc1ccc(OCCN2CCN(C(=O)c3ccc(OC(F)F)c(OC)c3)CC2)cc1 | -11.5% | -5.5 | -5.4 | ? | -18.9% | -20.1%
COC(=O)C1=C(N)OC2=C(C(=O)CC(C)(C)C2)C1c1cc2c(cc1Cl)OCO2 (stereo not drawn) | -1.0% | -0.9 | 4.8 | 8.7% | -13.7% | 0.0%
CCC(C)Nc1nc(-c2ccccn2)nc2ccccc12 (stereo not drawn) | 24.5% | -4.5 | -5.8 | ? | 0.928µM* | /
Cc1ccc(C2=NN(C(=O)C3CCCO3)C(c3ccco3)C2)cc1 (stereo not drawn) | 0.5% | -1.1 | -6.0 | 14.5% | ? | -2.5%
Brc1ccc(C2=CC(c3ccco3)n3ncnc3N2)cc1 (stereo not drawn) | -13.5% | -1.7 | -7.8 | 1.7% | ? | /
CCOC(=O)N1CCN(C(=O)C2CCCCC2)CC1 | 4.8% | -1.3 | -11.4 | 1.0% | -0.7% | /

# Two entries picked at random from the list so far:
SMILES | FBPA Giardia inh | CHX counter | Shiga inhibitor | HCV inhibitor | Pf growth 96h | Pf growth 48h
C/C(=N\NC(=O)Cc1c(F)cccc1Cl)c1cccnc1 | 0.6% | 10.9 | 24.1 | -5.2% | ? | 10.1%
Brc1ccc(C2=CC(c3ccco3)n3ncnc3N2)cc1 (stereo not drawn) | -13.5% | -1.7 | -7.8 | 1.7% | ? | /

# Going on with the list.
Molecule	FBPA Giardia inh	CHX counter	Shiga inhibitor	HCV inhibitor	Pf growth 96h	Pf growth 48h
NC(=O)C1(N2CCCCC2)CCN(C(=S)NCCc2ccccc2)CC1	-2.7%	-1.5	-11.7	4.6%	?	-26.0%
O=C(CN1CCCCCC1)Nc1cc(C(F)(F)F)ccc1Cl	1.2%	0.6	-7.3	-2.6%	0.0%	6.4%
CN1C(=O)CC2(C=CC(=O)C=C2OC(=O)c2ccccc2)c2ccccc21 (stereo not drawn)	-0.1%	2.3	15.4	/	/	/
CCCOc1ccc(CCCN=C(N)N)cc1Cl	4.1%	0.4	27.4	8.91µM*	-12.3%	?
Cc1cc(NC(=O)CSc2nnc(-c3ccncc3)n2Cc2ccccc2)n(-c2ccccc2)n1	11.9%	-1.5	10.6	-16.1%	-1.3%	-4.2%
CCOC(=O)C1(Cc2ccccc2C(F)(F)F)CCN(C2CCN(C(C)=O)CC2)CC1	2.0%	-3.5	-10.1	-5.3%	?	9.28µM*
COc1ccccc1CNC(=O)c1ccc(NS(=O)(=O)c2cccs2)cc1	-16.0%	2.9	-9.8	-3.4%	?	?
CC(=O)NCCNc1nc2c(-c3cccc(C(F)(F)F)c3)nnn2c2ccccc12	5.5%	-4.6	-14.8	-9.4%	?	-12.5%
CCS(=O)(=O)c1ccc2oc(Nc3cccc(OC)c3)nc2c1	-19.3%	19.9*	40.9	?	32.3%[activator]	108.6%[activator]
CC(=O)c1cccc(CN2CCCC(C(=O)c3ccc4c(c3)OCO4)C2)c1 (stereo not drawn)	-5.2%	12.2	-13.9	-2.0%	?	?
CCCCNC(=O)O[C@@H]1C[C@H]2CCCC(=O)N3CC[C@@H](C1)[C@@H]23	2.5%	3.4	-2.9	4.9%	-17.2%	7.2%
Fc1ccc(Nc2c3c(nc4ccccc24)CCC3)cc1	3.4%	-2.3	-4.9	14.1µM*	-3.5%	?
Cn1cnnc1SCC(=O)Nc1ccccc1C(=O)NC1CCCC1	1.8%	-2.6	-13.6	21.6%	164.0%[activator]	15.8%
COc1cccc(NC(=O)CSc2c3c(nc4ccccc24)CCCC3)c1	2.8%	-0.3	-5.2	?	-15.0%	?
CC(=O)Nc1ccc(-c2nc3ccccc3o2)cc1	0.0%	35.3*	54.7*	-1.9%	-22.4%	292.5%[activator]
Cc1ccc(NC(=O)C(c2ccccc2)c2ccccc2)c(O)c1	3.1%	-3.2	1.4	-4.6%	?	?

# Profiles, looked up by structure:
# Cc1ccc(NC(=O)C(c2ccccc2)c2ccccc2)c(O)c1 across the screens: FBPA Giardia inh = 3.1%; CHX counter = -3.2; Shiga inhibitor = 1.4; HCV inhibitor = -4.6%; Pf growth 96h = ?; Pf growth 48h = ?
# CCCCNC(=O)O[C@@H]1C[C@H]2CCCC(=O)N3CC[C@@H](C1)[C@@H]23 across the screens: FBPA Giardia inh = 2.5%; CHX counter = 3.4; Shiga inhibitor = -2.9; HCV inhibitor = 4.9%; Pf growth 96h = -17.2%; Pf growth 48h = 7.2%

# Later entries
Molecule	FBPA Giardia inh	CHX counter	Shiga inhibitor	HCV inhibitor	Pf growth 96h	Pf growth 48h
COc1ccc(-c2noc(N3CCC(C(=O)Nc4ccc(F)cc4)CC3)n2)cc1	10.6%	-2.3	4.2	-2.7%	-5.4%	-17.5%
CCn1c(SCC(=O)NC2CC2)nnc1-c1ccccn1	/	7.1	-11.7	11.6%	1.1%	-6.9%
Cc1ccc(S(=O)(=O)NNC(=O)/C=C/c2cccc(F)c2)cc1	3.0%	-1.7	-5.7	9.7%	1.0%	/
O=C(CSc1nnc(CNC(=O)c2cccs2)o1)NCC1CCCO1 (stereo not drawn)	8.4%	-1.6	21.2	15.8%	?	2.2%
COc1ccc(NC(=O)NC2(C)CCS(=O)(=O)C2)cc1 (stereo not drawn)	3.6%	0.8	-5.7	-0.5%	?	14.9%
CCCN(CCC)C(=O)Cc1c(-c2ccc(Cl)cc2)nc2c(Cl)cc(Cl)cn12	-0.1%	/	/	22.6%	3.2%	-16.9%
Cc1oc(C(C)(C)C)cc1C(=O)NCc1ccc2c(c1)OCO2	-0.4%	5.3	3.2	-21.1%	3.4%	-0.8%
O=C(C1=C[C@H](c2ccccc2)C[C@H](OCCCCO)O1)N1CCN(Cc2ccc3c(c2)OCO3)CC1	4.6%	0.7	-4.6	?	?	?
Cc1ccc(Cn2c(Sc3nnc(C)s3)nc3c2c(=O)[nH]c(=O)n3C)cc1	0.6%	-5.2	-20.7	-24.3%	?	/
CCOC(=O)Nc1ccc2c(c1)N(C(=O)N(C)C)c1ccccc1CC2	-8.4%	2.9	13.1	-1.7%	-0.5%	?
COCC(=O)Nc1cc(Cl)c(OC)cc1OC	-0.2%	-1.3	9.6	17.5%	5.6%	12.3%
Cc1c(C(=S)Nc2ccccc2)cnn1-c1ccc([N+](=O)[O-])cc1	-6.2%	-4.6	-7.5	?	?	-9.0%
CC(OC1=CC(=O)CCC1)C(=O)c1ccccc1 (stereo not drawn)	-3.7%	-0.8	-6.8	21.6%	/	-4.8%
COc1ccc2nc(NC(=O)c3cccs3)sc2c1	2.2%	43.8*	77.4*	-3.3%	/	268.7%[activator]
O=[N+]([O-])CCO	/	/	/	4.6%	32.7%[activator]	18.2%
O=[N+]([O-])c1ccccc1/C=C/C=N/Nc1ccc(S(=O)(=O)Nc2ccc(Cl)cc2)cc1[N+](=O)[O-]	-4.6%	9.9	29.4	-17.9%	-7.1%	11.7µM*
CCCCN(C(=O)c1ccc2c(c1)OCO2)c1ccccc1	5.5%	3.2	7.7	-15.2%	28.5%	14.6%
CCOc1cc(S(=O)(=O)N2CCCC2)ccc1Cl	1.9%	-3.9	-10.4	?	11.7µM*	/
c1ccc(C2=NC(c3ccccc3)N=C(c3ccccc3)N2)cc1	2.9%	1.3	-3.0	11.7%	-26.4%	?
CCC(C(=O)NC1CCCC1)N(C(=O)Cn1nnc(-c2ccc(OC)c(OC)c2)n1)C1CCCCC1 (stereo not drawn)	-3.0%	-2.7	-7.3	10.2%	?	9.28µM*
Cn1c(=O)c([N+](=O)[O-])c(N2CCSCC2)c2ccccc21	8.6%	8.6	-3.4	?	?	-10.2%
Cc1ccc(C(=O)c2ccccc2C(=O)OCC(=O)Nc2ccc(SC(F)F)cc2)cc1	-10.2%	15.6*	49.3	?	5.4%	11.9%
O=C(CN1CC[n+]2c(-c3cccs3)csc21)c1ccc(-c2ccccc2)cc1	4.1%	9.1	29.7	?	?	13.1µM*
CCOc1ccc(NC(=O)C2CCN(C(=O)NC3CCCCC3)CC2)cc1	3.5%	0.5	-2.9	9.4%	?	?
